Source: PubChem
FXIa inh: inhibitors of human coagulation factor XIa | purified FXIa, Boc-Glu-Ala-Arg-AMC fluorogenic substrate | 220,000 compounds, 0.14% hits | inhibition, % at 5 µM | P03951;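 active means inhibition of at least 40%; inactive means inhibition below 40%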;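 further: fluorescence of freed AMC excited at 355 nm; 0% = enzyme without compound and 100% = no enzyme blank; many of its hits are not listed in these tables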
TbHK1 inh: T. brucei hexokinase 1 inhibition; recombinant TbHK1, G6PDH-coupled NADH A340; inhibition, % at 10 µM; 220,000 compounds, 0.11% hits; AID 1430;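 active means inhibition of 50% or more in the single-dose primary screen; inactive means inhibition below 50%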
PPC-1+TRAIL kill: PPC-1 cancer cell killing with TRAIL present; PPC-1 cells + TRAIL, ATPLite viability luminescence; cell killing (% activity), % at 4 µM; 220,000 compounds, 0.41% hits; AID 1443;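 active means cell killing above 50% in the first pass at 4 µM, then a duplicate retest at 5 µM averaging 50% or more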;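 further: plate controls were cells with TRAIL plus DMSO for no effect and medium-only wells lacking cells for full effect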
FXIIa inh 1536: blocks human coagulation factor XIIa protease activity | purified FXIIa, Boc-QGR-AMC fluorogenic substrate, 2 h | inhibition, % at 5 µM | 220,000 compounds, 0.3% hits; in the data active means inhibition above about 40%;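 further: 0% = enzyme with no compound and 100% = blank without enzyme; many of its hits are not listed in these tables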
PGE2 EP2 inh: inhibitors of human EP2 prostaglandin E2 receptor | C6 glioma cells expressing human EP2, cAMP TR-FRET; cells stimulated with saturating PGE2 | inhibition, % at 25 µM | AID 1422 | P43116 | 260,000 compounds, 0.52% hits;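 active means percent inhibition above 40 after rounding to a whole number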;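 further: rat C6 glioma host cells with rolipram phosphodiesterase inhibitor present; the protocol text gives 20 µM as final concentration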
L929 necroptosis: L929 zVAD cell death inhibition; viability rescue, % at 10 µM; AID 1377; L929 zVAD necroptosis rescue, ATP luminescence, 24 h; with zVAD 60 µM; 220,000 compounds, 0.38% hits;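 active means activation, scaled between plate controls, above about 75%, limit read from the data; inactive means activation under that limit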;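 further: 0% = zVAD with DMSO and 100% = DMSO alone without zVAD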
TNF necrop inh: blocks TNF-alpha induced death of Jurkat FADD-/- cells; Jurkat FADD-/- TNF necroptosis rescue, ATP luminescence, 24 h; 0 = TNF only, 100 = no-TNF cells; activation (protection from cell death), % at 10 µM; 220,000 compounds, 0.068% hits;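 active means activation, meaning protection from cell death, of at least 50% relative to plate controls; inactive means activation below 50%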;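 further: necroptosis triggered by 40 ng/mL TNF-alpha added together with compound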
CHOP inhibitor: blocks CHOP induction under ER stress | CHO-K1 CHOP-promoter luciferase, tunicamycin-induced, 15-18 h | AID 2732 | 220,000 compounds, 3.8% hits | inhibition, % at 10 µM;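 active means compounds that reduced the stress-induced luciferase reporter signal by more than about 70% of percent inhibition, limit read from the data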;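 further: 0% = tunicamycin plus vehicle and 100% = wells without tunicamycin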
Wee1 degr inh: inhibitors of human Wee1 degradation | HeLa Luc-Wee1K328M stability, luciferase luminescence; 100% = proteasome inhibitor MG132 effect | AID 1321 | reporter increase, % at 5 µM | 220,000 compounds, 1.2% hits | P30291;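 active means activation above the mean of all tested compounds plus 3 SD, set per screening run, cut at about 8.8% in these data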;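 further: cells exposed to compound for 20 h before luminescence read; 0% = DMSO alone and 100% = MG132 at 30 µM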
Target sequence (P30291 whole entry K328M): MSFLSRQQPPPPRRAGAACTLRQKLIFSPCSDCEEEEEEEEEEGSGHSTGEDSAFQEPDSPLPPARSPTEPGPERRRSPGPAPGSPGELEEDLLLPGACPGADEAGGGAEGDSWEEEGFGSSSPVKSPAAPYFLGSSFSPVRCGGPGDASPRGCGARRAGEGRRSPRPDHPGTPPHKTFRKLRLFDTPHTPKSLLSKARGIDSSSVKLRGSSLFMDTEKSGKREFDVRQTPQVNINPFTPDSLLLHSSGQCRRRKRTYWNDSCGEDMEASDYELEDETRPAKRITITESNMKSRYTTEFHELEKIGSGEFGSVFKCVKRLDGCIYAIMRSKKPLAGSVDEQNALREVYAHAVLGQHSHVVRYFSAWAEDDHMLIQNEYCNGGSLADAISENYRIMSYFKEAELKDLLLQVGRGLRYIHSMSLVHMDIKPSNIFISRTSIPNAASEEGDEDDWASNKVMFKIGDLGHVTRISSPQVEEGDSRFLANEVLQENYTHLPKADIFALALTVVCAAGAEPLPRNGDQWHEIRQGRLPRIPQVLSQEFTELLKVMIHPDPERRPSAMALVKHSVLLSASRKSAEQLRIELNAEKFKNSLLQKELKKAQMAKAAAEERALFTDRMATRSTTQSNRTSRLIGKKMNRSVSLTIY
Numbers without * were called inactive; . = no result given; ! = not active in a repeat. Not all compounds are listed; count on the stated rates, not on these rows.

SMILES	FXIa inh	TbHK1 inh	PPC-1+TRAIL kill	FXIIa inh 1536	PGE2 EP2 inh	L929 necroptosis	TNF necrop inh	CHOP inhibitor	Wee1 degr inh
O=C(O)CC(C(=O)O)N1C(=O)/C(=C/c2ccc(-c3nc4ccccc4s3)o2)SC1=S (stereo unspecified)	5	18	7	9	.	0.0	-2.8	27	1
CN(C)S(=O)(=O)c1ccc2[nH]cc(/C=C/c3nc4ccccc4c(=O)n3-c3ccccc3)c2c1	5	-6	29	15	13	1.3	-5.7	29	1
COc1ccc(CCNC(=O)c2sc(=S)n(C)c2N)cc1	12	-3	-9	20	13	-0.2	-0.1	-8	1
COc1ccccc1NS(=O)(=O)c1ccc(C)c(NC(=O)NC2CCCCC2)c1	5	4	-3	7	5	1.1	1.1	23	-4
CC(OC(=O)c1ccc(S(=O)(=O)NCc2ccco2)cc1)C(=O)Nc1ccc(Cl)cn1 (stereo unspecified)	-4	29	6	4	3	1.3	4.8	43	0
COc1cccc(NC(=S)N2CCN(Cc3ccccc3)CC2)c1	-6	7	5	-1	9	-0.5	3.8	7	0
Cc1ccc(C(=O)C[n+]2ccc3ccccc3c2)cc1	0	0	10	3	0	1.4	1.5	7	-1
CCC(C)NS(=O)(=O)c1ccc(NS(C)(=O)=O)cc1 (stereo unspecified)	-9	8	-7	-19	8	-0.1	-0.5	6	-4
COc1cccc(NC(=O)c2ccc3c(c2)N(CC(=O)N2CCCCC2)C(=O)C(C)(C)O3)c1	19	6	2	28	7	-0.4	-0.9	-13	-3
NC(=O)/C(=C/c1cccnc1)NC(=O)c1ccccc1	2	-14	23	11	2	0.4	0.1	3	0
CCCCN1C=C(C(=O)OC)C(c2ccccc2C(F)(F)F)C(C(=O)OC)=C1	-6	-2	10	8	10	0.4	-0.5	25	1
COc1cc2[nH]c(=S)n(Cc3ccco3)c(=O)c2cc1OC	-6	-22	16	12	4	-0.5	1.5	-6	-1
Cc1ccc(NC(=O)c2cncc(Br)c2)cc1S(=O)(=O)N(C)C	9	10	34	12	8	1.1	2.3	26	4
CCN(CC)CCNC(=O)C1c2ccccc2C(=O)N(C)C1c1cn(C)c2ccccc12 (stereo unspecified)	-7	7	7	-3	9	-0.7	-1.5	10	0
CC(=O)C(Cc1ccccc1)NC(=O)CCl (stereo unspecified)	-1	-3	-15	7	6	-0.5	3.2	9	-3
Cc1cc(C)c(S(=O)(=O)N2CCCOC2CNC(=O)C(=O)NCc2ccncc2)c(C)c1 (stereo unspecified)	9	-5	10	8	6	0.6	-0.2	6	-2
COc1ccc(CNC(=O)c2cc(-c3cc(C)ccc3O)n[nH]2)cc1	1	-14	16	0	14	0.4	-22	2	5
O=C(Nc1cnn(C23CC4CC(CC(C4)C2)C3)c1)c1cnn2cccnc12	3	-10	30	8	5	-0.3	-1.1	43	3
O=C(N/C(=C\c1ccc(Br)cc1)C(=O)N1CCCC1)c1ccccc1F	-6	-2	-14	0	10	-1.1	-0.8	33	0
Cn1nnnc1SCC(=O)Nc1ccccc1C(=O)NCc1ccccc1	2	2	-8	3	11	-0.2	-0.5	-4	-3
CC(C)(C)Nc1nc(N)nc(Cl)n1	31	5	-1	31	7	12	-0.2	-8	2
Cc1ccc(NC(=O)COc2cccnc2[N+](=O)[O-])cc1S(=O)(=O)N1CCOCC1	-24	0	24	-3	12	3.0	-0.2	19	-3
Cc1onc(-c2c(Cl)cccc2Cl)c1C(=O)NN1CCCCCC1	-12	4	7	3	16	-0.8	0.3	34	0
O=S(=O)(O)c1nnc2sc3ccccc3n12	4	1	15	21	28	-0.2	0.3	-8	4
COc1ccc(Cl)cc1C(=O)Nc1nc2ccc(S(C)(=O)=O)cc2s1	-3	-7	-13	2	15	-0.6	-0.2	-23	-1
COc1ccc(-c2cc(-c3ccc(O)cc3)nc(N)c2C#N)cc1OC	-6	-9	.	2	40*!	46	-4.4	-10	-1
COc1ccc(C(=O)/C=C/Nc2ccc(S(=O)(=O)Nc3nc(C)cc(C)n3)cc2)c(OC)c1	2	-46	-4	4	13	2.8	2.1	25	-2
O=C(Nc1ccc(Cl)c(C(F)(F)F)c1)NC1CC2CCCC(C1)N2Cc1ccccc1 (stereo unspecified)	-5	33	5	4	51*	76*	-0.1	101*	-2

Already shown: entries from further up.
SMILES	FXIa inh	TbHK1 inh	PPC-1+TRAIL kill	FXIIa inh 1536	PGE2 EP2 inh	L929 necroptosis	TNF necrop inh	CHOP inhibitor	Wee1 degr inh
O=C(O)CC(C(=O)O)N1C(=O)/C(=C/c2ccc(-c3nc4ccccc4s3)o2)SC1=S (stereo unspecified)	5	18	7	9	.	0.0	-2.8	27	1
CN(C)S(=O)(=O)c1ccc2[nH]cc(/C=C/c3nc4ccccc4c(=O)n3-c3ccccc3)c2c1	5	-6	29	15	13	1.3	-5.7	29	1
COc1ccc(CCNC(=O)c2sc(=S)n(C)c2N)cc1	12	-3	-9	20	13	-0.2	-0.1	-8	1
COc1ccccc1NS(=O)(=O)c1ccc(C)c(NC(=O)NC2CCCCC2)c1	5	4	-3	7	5	1.1	1.1	23	-4
CC(OC(=O)c1ccc(S(=O)(=O)NCc2ccco2)cc1)C(=O)Nc1ccc(Cl)cn1 (stereo unspecified)	-4	29	6	4	3	1.3	4.8	43	0
COc1cccc(NC(=S)N2CCN(Cc3ccccc3)CC2)c1	-6	7	5	-1	9	-0.5	3.8	7	0
Cc1ccc(C(=O)C[n+]2ccc3ccccc3c2)cc1	0	0	10	3	0	1.4	1.5	7	-1
CCC(C)NS(=O)(=O)c1ccc(NS(C)(=O)=O)cc1 (stereo unspecified)	-9	8	-7	-19	8	-0.1	-0.5	6	-4
COc1cccc(NC(=O)c2ccc3c(c2)N(CC(=O)N2CCCCC2)C(=O)C(C)(C)O3)c1	19	6	2	28	7	-0.4	-0.9	-13	-3
NC(=O)/C(=C/c1cccnc1)NC(=O)c1ccccc1	2	-14	23	11	2	0.4	0.1	3	0
CCCCN1C=C(C(=O)OC)C(c2ccccc2C(F)(F)F)C(C(=O)OC)=C1	-6	-2	10	8	10	0.4	-0.5	25	1
COc1cc2[nH]c(=S)n(Cc3ccco3)c(=O)c2cc1OC	-6	-22	16	12	4	-0.5	1.5	-6	-1
Cc1ccc(NC(=O)c2cncc(Br)c2)cc1S(=O)(=O)N(C)C	9	10	34	12	8	1.1	2.3	26	4
CCN(CC)CCNC(=O)C1c2ccccc2C(=O)N(C)C1c1cn(C)c2ccccc12 (stereo unspecified)	-7	7	7	-3	9	-0.7	-1.5	10	0
CC(=O)C(Cc1ccccc1)NC(=O)CCl (stereo unspecified)	-1	-3	-15	7	6	-0.5	3.2	9	-3
Cc1cc(C)c(S(=O)(=O)N2CCCOC2CNC(=O)C(=O)NCc2ccncc2)c(C)c1 (stereo unspecified)	9	-5	10	8	6	0.6	-0.2	6	-2
COc1ccc(CNC(=O)c2cc(-c3cc(C)ccc3O)n[nH]2)cc1	1	-14	16	0	14	0.4	-22	2	5
